Compound activity from PubChem.
JMJD2C inh: inhibitors of human GASC-1 (JMJD2C) demethylase | Q9H3R0 | GST-JMJD2C(1-420) H3K9me3 demethylation, DELFIA europium | inhibition, % at 2.35 µM | 330,000 compounds, 0.069% hits | AID 2099;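 active means more than half of a compound's replicate wells show inhibition beyond 50%, single wells judged on their own value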;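 further: signal counts dimethyl H3K9 product captured on neutravidin plate; 0% = median of DMSO wells and 100% = 0.3 times that DMSO median; strong numbers were not always called active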
LAP4-GFP MLPCN: modulators of TOR pathway LAP4-GFP in S. cerevisiae; S. cerevisiae LAP4-GFP multiplex, flow cytometry GFP, 3 h; median GFP as percent of DMSO wells; GFP response vs DMSO, % at 10 µM; 320,000 compounds, 0.34% hits;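 active means GFP response vs DMSO above a set limit, about the screen mean plus 3 SD, cut at about 150% in these data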
procasp3 activ: procaspase-3 (human) activation | recombinant procaspase-3 D3A, Ac-DEVD-pNA absorbance 405 nm | AID 463141 | 330,000 compounds, 0.11% hits | activation, % at 8.5 µM | P42574;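 active means activation above the mean of all tested compounds plus 3 SD, cut at about 21% in these data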;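 further: 0% = DMSO alone and 100% = DMSO wells spiked with extra 5 µM PC-3 D3A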
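Test system: Procaspase-3 D3A mutant; medium: Zinc-free HEPES/NaCl buffer with 0.01% Triton X-100 at pH 7.4; reagent: DEVD-pNA substrate; doses: one concentration, 8.5 µM nominal, 0.8% DMSO; times: 1 h preincubation plus 2 h reaction at 25 °C; signal: Epi-absorbance at 405 nm of released p-nitroaniline, 0 and 120 min; replicates: singlicate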
AHR act: activators of human aryl hydrocarbon receptor. AHR-responsive luciferase reporter cells, luminescence. activation, % at 5 µM. 320,000 compounds, 2.5% hits. AID 2796; in the data active means activation above about 47%;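 further: 0% = vehicle wells and 100% = reference agonist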
Target sequence (P35869 whole entry, looked up): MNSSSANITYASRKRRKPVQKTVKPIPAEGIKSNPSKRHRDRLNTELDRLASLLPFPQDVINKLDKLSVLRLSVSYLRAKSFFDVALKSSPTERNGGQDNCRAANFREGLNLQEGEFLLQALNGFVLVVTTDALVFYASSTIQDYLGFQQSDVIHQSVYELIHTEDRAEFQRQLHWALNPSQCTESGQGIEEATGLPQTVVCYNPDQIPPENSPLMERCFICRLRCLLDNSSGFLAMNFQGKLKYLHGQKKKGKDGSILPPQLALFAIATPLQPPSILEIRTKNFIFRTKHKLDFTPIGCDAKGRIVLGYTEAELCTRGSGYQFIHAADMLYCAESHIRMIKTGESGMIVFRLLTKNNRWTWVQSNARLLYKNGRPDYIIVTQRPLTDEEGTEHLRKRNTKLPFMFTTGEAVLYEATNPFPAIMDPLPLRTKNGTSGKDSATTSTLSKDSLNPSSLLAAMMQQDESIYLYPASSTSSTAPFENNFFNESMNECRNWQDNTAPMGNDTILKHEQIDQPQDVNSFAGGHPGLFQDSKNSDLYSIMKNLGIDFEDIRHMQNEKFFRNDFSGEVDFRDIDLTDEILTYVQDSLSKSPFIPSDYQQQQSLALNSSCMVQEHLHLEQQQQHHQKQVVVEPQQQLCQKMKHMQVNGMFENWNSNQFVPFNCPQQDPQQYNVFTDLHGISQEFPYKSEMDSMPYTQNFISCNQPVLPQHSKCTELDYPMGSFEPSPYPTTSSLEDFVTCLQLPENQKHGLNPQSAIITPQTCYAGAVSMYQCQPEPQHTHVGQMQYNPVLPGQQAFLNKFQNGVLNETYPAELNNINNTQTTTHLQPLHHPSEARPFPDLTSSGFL
CR mimetic SO: lowers age-related superoxide in aged yeast cells; 330,000 compounds, 0.18% hits; S. cerevisiae aged cells, superoxide DHE fluorescence; active compounds read low; superoxide response (% of plate mean), % at 10 µM;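 active means superoxide response under a set limit, about three screen SD below normal, cut at about 65% in these data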;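 further: yeast aged for seven days with compound at 30 °C before DHE staining; 100% = average MFI of all compound-treated wells on the plate with controls excluded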
MEP2 TOR yeast: alters MEP2-GFP fluorescence in TOR pathway yeast screen. 330,000 compounds, 0.51% hits. GFP response vs DMSO, % at 10 µM. AID 2016. S. cerevisiae MEP2-GFP strain, flow cytometry GFP, 3 h; 100% = DMSO control level;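 active means GFP response versus DMSO above a set limit, roughly screen mean plus 3 SD, cut at about 180% in these data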;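 further: median GFP fluorescence of the barcode-gated MEP2-GFP cells per well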
RPL19A-GFP yeast: modulators of TOR pathway RPL19A-GFP in S. cerevisiae; S. cerevisiae RPL19A-GFP strain, flow cytometry, 3 h; active compounds read low; percent response vs DMSO, % at 10 µM; 330,000 compounds, 0.3% hits; AID 2025;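 active means percent response vs DMSO below 50%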;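 further: median channel GFP fluorescence of the barcoded RPL19A-GFP strain; ratio of sample median GFP to plate DMSO average so 100% = DMSO; lower means less RPL19A-GFP as with rapamycin TOR inhibition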
procasp7 counter: counter-screen: procaspase-7 (human) activation; recombinant procaspase-7, Ac-DEVD-pNA absorbance 405 nm; D23A/D198A/D206A triple mutant, cannot self-cleave; scale: DMSO 0, 5 µM enzyme 100; activation, % at 8.5 µM; 330,000 compounds, 0.093% hits;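 active means percent activation above the screen-wide mean plus 3 SD, cut at about 25% in these data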
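System: Procaspase-7 triple mutant (PC-7 D3A); measure: % activation from two-timepoint absorbance difference, scaled to controls; times: 1 h compound preincubation, 2 h substrate cleavage, 25 °C; also added: Ac-DEVD-pNA substrate, 400 µM as added; measured by: Epi-absorbance of released pNA at 405 nm, two timepoints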
The depositor's hits bear a star.

For CCc1ccc(NC(=O)CCS(=O)(=O)c2ccc(Cl)cc2)cc1 the results were JMJD2C inh 4, LAP4-GFP MLPCN 92, procasp3 activ -4, AHR act 2, CR mimetic SO 51*, MEP2 TOR yeast 96, RPL19A-GFP yeast 98 and procasp7 counter 18.
For CCC(=O)Nc1cccc(NC(=O)CSc2nnnn2Cc2ccccc2)c1 the results were JMJD2C inh 0, LAP4-GFP MLPCN 95, procasp3 activ 9, AHR act 35, CR mimetic SO 102, MEP2 TOR yeast 98, RPL19A-GFP yeast 95 and procasp7 counter 8.
For CC(OC(=O)c1cccnc1Cl)C(=O)Nc1ccc2c(c1)OCO2 (stereo unspecified) the results were JMJD2C inh -4, LAP4-GFP MLPCN 103, procasp3 activ 0, AHR act 8, CR mimetic SO 92, MEP2 TOR yeast 103, RPL19A-GFP yeast 104 and procasp7 counter -2.
For COc1ccc(Nc2oc(-c3ccc(Cl)cc3)nc2C#N)cc1 the results were JMJD2C inh 1, LAP4-GFP MLPCN 106, procasp3 activ -21, AHR act -3, CR mimetic SO 103, MEP2 TOR yeast 96, RPL19A-GFP yeast 93 and procasp7 counter 10.
`COc1ccccc1Nc1nccc(N(C)C)c1C#N` gave JMJD2C inh -6, LAP4-GFP MLPCN 106, procasp3 activ -1, AHR act 9, CR mimetic SO 109, MEP2 TOR yeast 104, RPL19A-GFP yeast 99 and procasp7 counter -6.
`Cc1cnc(NC(=O)c2sc3ccccc3c2Cl)s1` gave JMJD2C inh 1, LAP4-GFP MLPCN 100, procasp3 activ 5, AHR act 37, CR mimetic SO 76, MEP2 TOR yeast 104, RPL19A-GFP yeast 102 and procasp7 counter 12.
`O=C(NC(=S)NCCC1=CCCCC1)c1ccco1` gave JMJD2C inh -24, LAP4-GFP MLPCN 102, procasp3 activ -6, AHR act 5, CR mimetic SO 96, MEP2 TOR yeast 95, RPL19A-GFP yeast 93 and procasp7 counter 12.
For C=CCNC(=S)Nc1ccc(Cl)cc1F the results were JMJD2C inh 2, LAP4-GFP MLPCN 116, procasp3 activ -4, AHR act 4, CR mimetic SO 98, MEP2 TOR yeast 105, RPL19A-GFP yeast 93 and procasp7 counter -3.
Screening CCOC(=O)C1C(=O)NC(C)C1c1ccccc1 (stereo unspecified) returned JMJD2C inh -2, LAP4-GFP MLPCN 103, procasp3 activ -10, AHR act 1, CR mimetic SO 99, MEP2 TOR yeast 112, RPL19A-GFP yeast 103 and procasp7 counter 9.
`CCOc1ccc(N(CC(=O)NCc2ccccc2)C(=O)Cn2nnc(-c3ccc(C)o3)n2)cc1` gave JMJD2C inh 10, LAP4-GFP MLPCN 112, procasp3 activ 3, AHR act 1, CR mimetic SO 94, MEP2 TOR yeast 101, RPL19A-GFP yeast 102 and procasp7 counter 0.
Screening Cc1ccc(S(=O)(=O)CCc2nc3ccccc3s2)cc1 returned JMJD2C inh 2, LAP4-GFP MLPCN 100, procasp3 activ 2, AHR act 16, CR mimetic SO 93, MEP2 TOR yeast 98, RPL19A-GFP yeast 98 and procasp7 counter 4.
For CC1CC(C)CN(C(=O)CCC(=O)Nc2nnc(C(C)C)s2)C1 (stereo unspecified) the results were JMJD2C inh 7, LAP4-GFP MLPCN 94, procasp3 activ -3, AHR act 2, CR mimetic SO 107, MEP2 TOR yeast 105, RPL19A-GFP yeast 98 and procasp7 counter 2.
COC(=O)c1ccc(COC(=O)c2cnccn2)cc1 was read as JMJD2C inh -1, LAP4-GFP MLPCN 89, procasp3 activ 3, AHR act 2, CR mimetic SO 116, MEP2 TOR yeast 104, RPL19A-GFP yeast 105 and procasp7 counter -5.
CCOC(=O)C(=O)N1CCC(C(=O)OCC)CC1 was read as JMJD2C inh 0, procasp3 activ 0, AHR act -1, CR mimetic SO 91, MEP2 TOR yeast 106, RPL19A-GFP yeast 100 and procasp7 counter -1.
`COc1cc(OC)cc(-c2nnc(SCC(=O)N(Cc3ccccc3)C(C)(C)C)o2)c1` gave JMJD2C inh 4, LAP4-GFP MLPCN 97, procasp3 activ -3, AHR act 5, CR mimetic SO 99, MEP2 TOR yeast 110, RPL19A-GFP yeast 95 and procasp7 counter -4.
Screening CS(=O)(=O)N(CC(=O)NCc1ccc2c(c1)OCO2)Cc1ccc(Cl)cc1 returned JMJD2C inh -2, LAP4-GFP MLPCN 109, procasp3 activ 8, AHR act 3, CR mimetic SO 93, MEP2 TOR yeast 106, RPL19A-GFP yeast 103 and procasp7 counter 12.
O=S(=O)(c1ccc(NCc2ccc(F)cc2)nc1)N1CCCC1 was read as JMJD2C inh -13, LAP4-GFP MLPCN 103, procasp3 activ 2, AHR act 0, CR mimetic SO 90, MEP2 TOR yeast 101, RPL19A-GFP yeast 92 and procasp7 counter 0.
`CC(C)(C)OC(=O)NCCCCCNC(=O)c1nc[nH]c1C(=O)N1CCN(C(=O)OC(C)(C)C)CC1` gave JMJD2C inh 0, LAP4-GFP MLPCN 100, procasp3 activ 3, AHR act 0, CR mimetic SO 88, MEP2 TOR yeast 93, RPL19A-GFP yeast 96 and procasp7 counter -4.
`COc1ccc(N(CC(=O)N2CCOCC2)S(C)(=O)=O)c(OC)c1` gave JMJD2C inh 6, LAP4-GFP MLPCN 95, procasp3 activ -5, AHR act 0, CR mimetic SO 101, MEP2 TOR yeast 109, RPL19A-GFP yeast 108 and procasp7 counter 18.
`FC(F)(F)C1CCCN(c2nsc3ccccc23)C1` (stereo unspecified) gave JMJD2C inh -8, LAP4-GFP MLPCN 115, procasp3 activ -29, AHR act 17, CR mimetic SO 82, MEP2 TOR yeast 100, RPL19A-GFP yeast 97 and procasp7 counter -33.
Screening COC(=O)[C@]1(Cc2ccccc2)N[C@H](CN(C)S(=O)(=O)c2ccc(OC(F)(F)F)cc2)[C@@H]2C(=O)N(Cc3ccccc3)C(=O)[C@@H]21 returned JMJD2C inh -56, LAP4-GFP MLPCN 104, procasp3 activ 10, AHR act -1, CR mimetic SO 90, MEP2 TOR yeast 97, RPL19A-GFP yeast 104 and procasp7 counter 3.
For CC(=O)N1N=C(c2cccs2)CC1c1cc2cc(C)ccc2nc1Cl (stereo unspecified) the results were JMJD2C inh 0, LAP4-GFP MLPCN 108, procasp3 activ -2, AHR act -1, CR mimetic SO 97, MEP2 TOR yeast 105, RPL19A-GFP yeast 103 and procasp7 counter 4.
`O=C1C(Cc2ccc(F)cc2)SC(=Nc2ccccc2)N1c1ccccc1` (stereo unspecified) gave JMJD2C inh -6, LAP4-GFP MLPCN 89, procasp3 activ 0, AHR act 3, CR mimetic SO 78, MEP2 TOR yeast 100, RPL19A-GFP yeast 102 and procasp7 counter -4.
For Cc1nonc1-c1ccc2c(c1)OCO2 the results were JMJD2C inh 0, LAP4-GFP MLPCN 91, procasp3 activ 4, AHR act 3, CR mimetic SO 108, MEP2 TOR yeast 132, RPL19A-GFP yeast 99 and procasp7 counter 9.
Cc1ccc(C)c(Sc2ccc(S(=O)(=O)Nc3ccc(C(=O)O)cc3)cc2)c1 was read as JMJD2C inh -1, LAP4-GFP MLPCN 102, procasp3 activ 2, AHR act -1, CR mimetic SO 167, MEP2 TOR yeast 110, RPL19A-GFP yeast 104 and procasp7 counter -1.
COc1cccc(NC(=S)N(CCN(C)C)Cc2cccs2)c1 was read as JMJD2C inh 10, LAP4-GFP MLPCN 101, procasp3 activ 5, AHR act 0, CR mimetic SO 90, MEP2 TOR yeast 102, RPL19A-GFP yeast 97 and procasp7 counter 3.
CCc1ccc2oc(-c3cc(N)ccc3O)nc2c1 was read as JMJD2C inh 4, LAP4-GFP MLPCN 114, procasp3 activ -11, AHR act 74*, CR mimetic SO 114, MEP2 TOR yeast 111, RPL19A-GFP yeast 106 and procasp7 counter -20.
CCc1nc2sc(C)c(C)c2c(=O)n1CCO was read as JMJD2C inh -5, LAP4-GFP MLPCN 104, procasp3 activ 2, AHR act -2, CR mimetic SO 104, MEP2 TOR yeast 101, RPL19A-GFP yeast 101 and procasp7 counter 5.
Screening COc1ccccc1CNC(=O)C(NS(=O)(=O)c1ccc2c(c1)oc(=O)n2C)C(C)C (stereo unspecified) returned JMJD2C inh -2, LAP4-GFP MLPCN 95, procasp3 activ -4, AHR act -1, CR mimetic SO 96, MEP2 TOR yeast 109, RPL19A-GFP yeast 100 and procasp7 counter 7.
`COC(=O)C1(NC(=O)NC2CCCCC2)CCCCC1` gave JMJD2C inh 2, LAP4-GFP MLPCN 106, procasp3 activ -2, AHR act -1, CR mimetic SO 103, MEP2 TOR yeast 100, RPL19A-GFP yeast 100 and procasp7 counter -16.
Screening Nc1ccc2oc(C3CCCCC3)nc2c1 returned JMJD2C inh 2, LAP4-GFP MLPCN 101, procasp3 activ -5, AHR act 10, CR mimetic SO 99, MEP2 TOR yeast 105, RPL19A-GFP yeast 109 and procasp7 counter -7.
Screening O=C(Nc1ccncc1)c1ccc2ccccc2c1 returned JMJD2C inh 37, LAP4-GFP MLPCN 97, procasp3 activ 2, AHR act 1, CR mimetic SO 107, MEP2 TOR yeast 116, RPL19A-GFP yeast 95 and procasp7 counter 6.
CC(=O)c1ccc(S(=O)(=O)NC2CC(=O)N(c3cccc(F)c3)C2)cc1 (stereo unspecified) was read as JMJD2C inh 58, LAP4-GFP MLPCN 100, procasp3 activ 1, AHR act -2, CR mimetic SO 98, MEP2 TOR yeast 102, RPL19A-GFP yeast 95 and procasp7 counter 8.
Screening Cc1cccc(N2CCN(c3nc4ccccc4n4cnnc34)CC2)c1C returned JMJD2C inh -1, LAP4-GFP MLPCN 107, procasp3 activ 4, AHR act 5, CR mimetic SO 108, MEP2 TOR yeast 105, RPL19A-GFP yeast 99 and procasp7 counter 2.

Arranged by number of heavy atoms (rising): part of the list above.
Screening Nc1ccc2oc(C3CCCCC3)nc2c1 returned JMJD2C inh 2, LAP4-GFP MLPCN 101, procasp3 activ -5, AHR act 10, CR mimetic SO 99, MEP2 TOR yeast 105, RPL19A-GFP yeast 109 and procasp7 counter -7.
CCc1ccc2oc(-c3cc(N)ccc3O)nc2c1 was read as JMJD2C inh 4, LAP4-GFP MLPCN 114, procasp3 activ -11, AHR act 74*, CR mimetic SO 114, MEP2 TOR yeast 111, RPL19A-GFP yeast 106 and procasp7 counter -20.
`COC(=O)C1(NC(=O)NC2CCCCC2)CCCCC1` gave JMJD2C inh 2, LAP4-GFP MLPCN 106, procasp3 activ -2, AHR act -1, CR mimetic SO 103, MEP2 TOR yeast 100, RPL19A-GFP yeast 100 and procasp7 counter -16.
Screening Cc1cccc(N2CCN(c3nc4ccccc4n4cnnc34)CC2)c1C returned JMJD2C inh -1, LAP4-GFP MLPCN 107, procasp3 activ 4, AHR act 5, CR mimetic SO 108, MEP2 TOR yeast 105, RPL19A-GFP yeast 99 and procasp7 counter 2.
Screening COc1ccccc1CNC(=O)C(NS(=O)(=O)c1ccc2c(c1)oc(=O)n2C)C(C)C (stereo unspecified) returned JMJD2C inh -2, LAP4-GFP MLPCN 95, procasp3 activ -4, AHR act -1, CR mimetic SO 96, MEP2 TOR yeast 109, RPL19A-GFP yeast 100 and procasp7 counter 7.
